DNMT1 inh: human DNMT1 methyltransferase inhibitors, primary screen, biochemical, molecular beacon, fluorescence, HinP1I cleavage, uHTS | DNA (cytosine-5)-methyltransferase 1 (Homo sapiens), P26358 | inhibition (reported as % activation of signal), % at 10 µM | hit rate 0.83% among 360,000 | AID 588458, 2011; in the data active = inhibition above about 50%
STEP block: STEP phosphatase inhibitors, primary screen, biochemical, fluorescence intensity, uHTS. recombinant STEP, OMFP fluorogenic substrate. hit rate 0.25% among 360,000. inhibition, % at 20 µM. Tyrosine-protein phosphatase non-receptor type 5 (Homo sapiens), P54829. AID 588621, 2011;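 active = inhibition at 20 µM, scaled per plate between control wells, above about 37%, limit read from the data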;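 note: 0% = DMSO with enzyme and substrate and 100% = substrate only without enzyme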
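Assay system: isolated STEP enzyme / Timing: 20 min at room temperature, dark / Doses: 20 µM, 1% DMSO / Technique: fluorescence intensity, excitation 480 nm, emission 540 nm / Reagent: fluorogenic phosphatase substrate OMFP at 25 µM final / Measure: percent inhibition scaled to no-enzyme and uninhibited-enzyme controls, plate-pattern corrected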
SKN-1 inh: suppressors of acrylamide-induced Pgst-4::GFP reporter in worms, primary screen, SKN-1 inhibitor project, whole organism, uHTS, GFP/RFP fluorescence ratio, strain VP596. C. elegans VP596 Pgst-4::GFP/RFP ratio, 24 h. inhibition, % at 21.8 µM. hit rate 0.49% among 360,000;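 active = interference check ratio from 0.5 to 1.5 plus GFP to RFP signal ratio inhibition reaching or exceeding a fixed threshold, cut at about 30% in these data, passing the limit was not always enough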; note: some compounds called inactive have numbers as strong as hits
LMPTP block: LMPTP phosphatase inhibitors, primary screen, biochemical, fluorescence intensity, uHTS; Low molecular weight phosphotyrosine protein phosphatase (Homo sapiens), P24666; recombinant LMPTP-A, OMFP fluorogenic substrate; inhibition, % at 20 µM; hit rate 0.22% among 360,000;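 active = compounds that cut the enzyme signal by at least half of the control window in the single-dose screen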;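 note: plate controls were DMSO wells with enzyme plus substrate for no effect and substrate without enzyme for full effect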
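Assay system: LMPTP-A, protein tyrosine phosphatase of low molecular weight / Medium: pH 6.0 Bis-Tris buffer with DTT and Triton X-100 / Schedule: 50 min enzyme reaction at room temperature, protected from light / Measured by: endpoint fluorescence intensity from OMFP dephosphorylation / Read-out basis: % inhibition relative to no-enzyme and uninhibited control wells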
NadD block: inhibitors of S. aureus NadD, primary screen, biochemical, colorimetric, uHTS; Nicotinate-nucleotide adenylyltransferase NadD (Staphylococcus aureus N315); purified NadD enzyme, colorimetric absorbance read-out; inhibition, % at 20 µM; hit rate 0.78% among 360,000; in the data active = inhibition above about 26%; note: some compounds past the cut are filed as inactive
MT1-MMP act inh: blockers of MT1-MMP proenzyme processing, primary screen, HT1080 RFP-PRO-GFP cells, GFP/RFP fluorescence; Matrix metalloproteinase-14 (Homo sapiens), P50281; GFP/RFP ratio change, % at 20 µM; AID 651647, 2012; GFP/RFP ratio fluorescence, overnight; percent of plate control window, DMSO zero; hit rate 0.061% among 360,000;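 active = GFP/RFP ratio change of at least 30% with cell ATP level not reduced by more than half and red fluorescence within 50% of control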; note: strong numbers were not always called active
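Assay system: HT1080 RFP-PRO-GFP cells. Benchmarks: DMSO vehicle wells and RFP-L50D-GFP reporter cell wells. Times: overnight cell settling, then overnight compound exposure, 37 °C, 5% CO2. Compound: 20 µM single dose, 1% DMSO. Read-out basis: GFP/RFP fluorescence ratio.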
Rpn11 block: Rpn11 (PSMD14) deubiquitinase inhibitors, primary screen, biochemical, fluorescence polarization, uHTS; human 26S proteasome, Ub4-pepOG fluorescence polarization; 20S core pre-blocked with epoxomicin; calls only at 20 µM; hit rate 0.59% among 360,000;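 active = inhibition at 20 µM, scaled to each plate's controls, above about 33%, limit read from the data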
Scp1 inh: Scp-1 phosphatase inhibitors, primary screen, biochemical, colorimetric, uHTS; inhibition, % at 20 µM; hit rate 0.88% among 340,000; AID 493091, 2011; Carboxy-terminal domain RNA polymerase II polypeptide A small phosphatase 1 (Homo …; Recombinant Scp1, phosphopeptide, malachite green phosphate absorbance;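 active = inhibition above about 50% at 20 µM, limit read from the data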;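 note: plate controls were DMSO wells with enzyme for no effect and wells lacking enzyme for full effect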
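Times: enzyme reaction 45 min at room temperature, colour 5 min, stabilisation 30 min. Material: SCP-1 catalytic fragment, aa 76-261. Medium: Acidic Tris acetate buffer with magnesium and detergent. Signal: colorimetric free-phosphate detection, absorbance 630 nm. Read-out basis: % inhibition of SCP-1 phosphate liberation. Reagent: Phosphorylated 17-residue peptide substrate.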
NRP1-CendR mod: modulators of CendR peptide binding to NRP-1, primary screen, biochemical, fluorescence polarization, uHTS; AID 602438, 2012; Neuropilin-1 (Homo sapiens), O14786; inhibition, % at 25 µM; FAM-RPARPAR peptide binding to NRP-1; hit rate 0.85% among 360,000;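 active = inhibition or corrected inhibition above about 18%, plus a signal ratio from 0.5 to 1.5, limit read from the data, passing the limit was not always enough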; note: strong numbers were not always called active
Target sequence (O14786 whole entry, looked up): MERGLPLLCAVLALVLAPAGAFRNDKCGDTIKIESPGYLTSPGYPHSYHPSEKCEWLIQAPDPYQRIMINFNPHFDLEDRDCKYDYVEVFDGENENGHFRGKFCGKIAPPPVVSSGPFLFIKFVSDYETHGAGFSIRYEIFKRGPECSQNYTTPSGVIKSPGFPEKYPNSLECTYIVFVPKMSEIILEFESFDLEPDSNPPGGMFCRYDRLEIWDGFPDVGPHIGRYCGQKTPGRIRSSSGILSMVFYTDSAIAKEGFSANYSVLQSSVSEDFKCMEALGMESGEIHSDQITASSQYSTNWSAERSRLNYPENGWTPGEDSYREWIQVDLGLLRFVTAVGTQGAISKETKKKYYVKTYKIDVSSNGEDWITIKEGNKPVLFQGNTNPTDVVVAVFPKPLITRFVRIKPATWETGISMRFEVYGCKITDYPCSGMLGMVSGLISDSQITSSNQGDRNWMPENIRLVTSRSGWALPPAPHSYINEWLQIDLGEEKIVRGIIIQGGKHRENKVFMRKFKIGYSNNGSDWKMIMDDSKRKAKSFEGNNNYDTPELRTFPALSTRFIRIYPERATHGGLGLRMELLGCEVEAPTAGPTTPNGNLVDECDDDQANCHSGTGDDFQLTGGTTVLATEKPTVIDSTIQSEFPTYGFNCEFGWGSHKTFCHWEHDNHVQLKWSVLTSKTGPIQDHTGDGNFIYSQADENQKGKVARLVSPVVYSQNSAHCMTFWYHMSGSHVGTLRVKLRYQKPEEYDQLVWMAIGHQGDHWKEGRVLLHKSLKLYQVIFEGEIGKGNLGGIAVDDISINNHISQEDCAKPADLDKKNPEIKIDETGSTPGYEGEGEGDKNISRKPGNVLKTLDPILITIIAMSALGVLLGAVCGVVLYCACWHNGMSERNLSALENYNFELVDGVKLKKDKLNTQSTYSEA
SUMO1 PPI mod: modulators of SUMO1 protein-protein interactions, primary screen, biochemical, uHTS | Small ubiquitin-related modifier 1 (Homo sapiens), P63165 | SUMO1 binding to a labelled peptide, TR-FRET, 1 h | inhibition, % at 20 µM | hit rate 0.33% among 360,000 | AID 602429, 2012; in the data active = inhibition above about 37%
Target sequence (P63165 whole entry, looked up): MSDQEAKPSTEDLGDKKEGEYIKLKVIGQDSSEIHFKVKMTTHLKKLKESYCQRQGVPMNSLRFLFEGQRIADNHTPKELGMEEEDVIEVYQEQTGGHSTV
The depositor's hits bear a star; i = inactive; · = not tested or not shown.

SUMO1 PPI mod	Scp1 inh	LMPTP block	DNMT1 inh	Molecule	STEP block	NRP1-CendR mod	MT1-MMP act inh	Rpn11 block	NadD block	SKN-1 inh
8	4	-2.1	0	Cc1cn([C@H]2C[C@H](O)[C@@H](COS(=O)(=O)O)O2)c(=O)[nH]c1=O	1	6	6	i	3	-1
-192	1	0.9	2	COc1ccccc1NC(=O)c1cnc(SCC(=O)NCCc2ccccc2)n(C)c1=O	1	-20	1	i	2	-3
-3	0	-0.8	-6	CCc1ccccc1NC(=O)CCc1nc(-c2ccc(C)cc2)no1	-5	9	6	i	-3	5
-2	-4	1.1	-3	CCOC(=O)c1c(C)[nH]c(N=Nc2ccc(C)cc2C)c1C	0	8	1	i	-2	-8
0	-1	-0.9	-1	O=C(N/C(=C\c1ccc(F)cc1)C(=O)N1CCCCCC1)c1ccccc1	3	-4	4	i	-15	-1
-1	-1	-1.0	1	CC(=O)NCCn1c(SCC(=O)NCCc2ccc(S(N)(=O)=O)cc2)nc2ccccc2c1=O	-2	-8	0	i	-1	-6
26	·	13	-6	Cc1ccc(N=Cc2cccc(O)c2O)c(C)c1	13	-14	19	i	23	1
-4	-30	3.7	-1	C=CCNC(=O)/C(C#N)=C/c1cn(-c2ccccc2)nc1-c1ccc(OC)c([N+](=O)[O-])c1	-3	14	3	i	-12	-3
8	-6	0.6	0	O=S1(=O)N=C(N(CCO)/N=C/c2ccccc2F)c2ccccc21	1	4	-9	i	-1	11
-2	-10	-0.3	-3	Cc1cccc(CSc2nnc(-c3ccco3)o2)c1	1	-12	3	i	-9	21
-48	-7	-9.9	-10	CCN(CC(=O)Nc1ccccc1OC)C(=O)CN1C(=O)NC(C)(c2ccccc2)C1=O (stereo not drawn)	2	-2	1	i	5	-5
-1	7	-1.6	6	C=CCn1c(-c2ccoc2)n[nH]c1=S	0	8	-1	i	1	-16
-1	-2	3.5	2	COc1ccc(NC(=O)c2ccc3c(c2)OCO3)cc1Cl	-4	8	2	i	-4	41*
4	3	-2.9	-2	CC1CCCCC1NCC(=O)Nc1ccccc1C(=O)Nc1ccccc1 (stereo not drawn)	-2	4	1	i	-4	-6
-3	-3	-1.3	4	O=C(NCc1cccs1)c1cc(S(=O)(=O)N2CCOCC2)ccc1N1CCCC1	2	8	5	i	1	-5

Part of the list above, with tabs:
smiles	SUMO1 PPI mod	Scp1 inh	LMPTP block	DNMT1 inh	STEP block	NRP1-CendR mod	MT1-MMP act inh	Rpn11 block	NadD block	SKN-1 inh
Cc1cccc(CSc2nnc(-c3ccco3)o2)c1	-2	-10	-0.3	-3	1	-12	3	i	-9	21
CCN(CC(=O)Nc1ccccc1OC)C(=O)CN1C(=O)NC(C)(c2ccccc2)C1=O (stereo not drawn)	-48	-7	-9.9	-10	2	-2	1	i	5	-5
C=CCn1c(-c2ccoc2)n[nH]c1=S	-1	7	-1.6	6	0	8	-1	i	1	-16

Next part:
SUMO1 PPI mod	Scp1 inh	LMPTP block	DNMT1 inh	Molecule	STEP block	NRP1-CendR mod	MT1-MMP act inh	Rpn11 block	NadD block	SKN-1 inh
0	-5	-0.9	8	CCn1cc(C(=O)NC(C)C2CC3CCC2C3)cn1 (stereo not drawn)	-3	-8	3	i	-3	-3
4	-1	0.8	0	O=S(=O)(/C=C/c1ccccc1)N1CCN(Cc2ccccc2)CC1	0	3	-2	i	0	16
0	-3	-1.1	8	CCOC(=O)C1(C(=O)OCC)NC(=O)CC1CC(C)C (stereo not drawn)	5	2	2	i	-3	17
3	-14	-0.5	11	COc1ccc(Br)cc1/C=N/NC(=O)c1ccc(COc2ccc3c(c2)CCC3)o1	1	-6	2	i	24	16
3	5	-2.1	-2	CC(=O)N1CCc2c(sc(NC(=O)CS(=O)(=O)c3ccc(F)cc3)c2C#N)C1	0	-1	-1	i	4	2
-30	-5	-9.1	3	COCCCn1c(SCC(=O)NC2CCS(=O)(=O)C2)nnc1-c1ccc(Cl)cc1 (stereo not drawn)	-2	23*	2	i	12	-14
1	-4	-1.7	2	CCOc1cc(NC(=S)NCCCN2CCOCC2)c(OCC)cc1NC(=O)c1ccccc1C	-1	13	1	i	1	5
-5	-3	-1.1	-1	CCCCN(CC)C(=O)CSc1nc2c(sc(=S)n2-c2ccc(OCC)cc2)c(=O)[nH]1	5	6	4	i	21	-1
0	-6	-0.9	-1	COc1ccc(Br)cc1CN1CCN(C(=O)c2ccc(F)cc2)CC1	1	-3	0	i	2	2
2	0	0.2	4	CCOC(=O)CN1C(=O)N[C@@H](c2cccc(F)c2)C(C(C)=O)=C1C	-4	4	3	i	0	22
-10	4	0.6	-2	Cc1cccc(N(C(=O)c2snc(C(N)=O)c2N)C(C(=O)NCC2CCCO2)c2cccs2)c1 (stereo not drawn)	0	-1	-5	i	-7	0
-4	9	19	0	O=[N+]([O-])c1ccc(N2CCN(c3ccccc3)CC2)nc1	0	5	4	i	-1	0
-1	-2	-1.4	1	CCOC(=O)N1CCC(NC(=O)c2cc(C(=O)NCC(OC)OC)ccc2CO)CC1	2	-13	2	i	5	-15
10	44	-0.4	19	Nc1nonc1C(=O)N/N=C/c1ccc(-c2ccc(Cl)c(C(=O)O)c2)o1	5	-4	1	i	-1	5
-14	-1	-1.0	-6	Cc1ccsc1C1C(C#N)=C(N)Oc2n[nH]c(C)c21 (stereo not drawn)	-2	7	-3	i	8	2
1	18	-0.4	-3	Cc1cc2nc(C3CCCN(C(=S)Nc4ccccc4C)C3)[nH]c2cc1C (stereo not drawn)	-1	1	6	i	13	11
4	-8	-0.1	-1	S=C1SCN(CC2CC2)CN1CC1CC1	5	-5	0	i	-1	-12
2	-8	0.2	0	COc1ccc(CNC(=O)C[C@H]2C(=O)N(Cc3ccccc3)C[C@@H]2Cc2ccccc2)cc1	-2	17	-2	i	-8	2
-5	-1	-1.1	-5	O=C(c1cc(S(=O)(=O)N2CCOCC2)ccc1F)N1CCN(Cc2ccccc2)CC1	1	-2	1	i	-1	19
-1	-7	-0.6	-4	Cc1ccc(NC(=O)c2ccc(OC(=O)c3ccco3)cc2)cc1	2	7	-1	i	-5	15
2	3	0.6	-1	O=C(Cc1ccccc1)NCc1n[nH]c(=S)n1-c1ccc(Br)cc1	0	10	-2	i	-1	3
1	-2	0.2	-2	Cc1nn(Cc2ccc(F)cc2)c(C)c1NC(=O)c1cnn2c1NC(c1ccccc1)CC2C(F)(F)F (stereo not drawn)	-1	-3	1	i	-1	-3
5	1	0.2	-6	Cc1ccc(NC(=O)CSc2ccc3c(c2)OCCO3)c(O)c1	2	2	-1	i	1	9
2	-6	-0.5	-5	COc1ccc(C2/C=C\CN(C(=O)Nc3ccccc3)CC(=O)N2Cc2ccc(F)cc2)cc1 (stereo not drawn)	-1	18	-1	i	-3	1
3	-6	-0.3	2	CC(=O)c1ccc(NC(=O)N[C@@H](Cc2ccccc2)C(=O)O)cc1	1	-10	0	i	4	0
3	-1	-0.9	4	COc1ccc(S(=O)(=O)N2CCC(C(=O)NCC3CCCO3)CC2)cc1Cl (stereo not drawn)	-1	2	1	i	-3	-5
-7	-4	0.7	2	CC(=O)Oc1c(Cl)c(N2CCOCC2)c(OC(C)=O)c2ccccc12	1	5	-14	i	-6	79
-2	-6	-0.9	1	O=C(CCNC(=O)c1ccccc1)Nc1ccc(F)c(Cl)c1	0	5	1	i	-4	-2
3	0	0.9	-1	N#Cc1ccc(OCC(=O)Nc2nc(-c3ccncc3)cs2)cc1	0	-11	2	i	4	-6

Three entries from above, set out differently.
Value order – SUMO1 PPI mod	Scp1 inh	LMPTP block	DNMT1 inh	STEP block	NRP1-CendR mod	MT1-MMP act inh	Rpn11 block	NadD block	SKN-1 inh
- COc1ccc(Br)cc1CN1CCN(C(=O)c2ccc(F)cc2)CC1
    0	-6	-0.9	-1	1	-3	0	i	2	2
- COc1ccc(S(=O)(=O)N2CCC(C(=O)NCC3CCCO3)CC2)cc1Cl (stereo not drawn)
    3	-1	-0.9	4	-1	2	1	i	-3	-5
- COCCCn1c(SCC(=O)NC2CCS(=O)(=O)C2)nnc1-c1ccc(Cl)cc1 (stereo not drawn)
    -30	-5	-9.1	3	-2	23*	2	i	12	-14

Whole records, quoted from the list:
O=C(Cc1ccccc1)NCc1n[nH]c(=S)n1-c1ccc(Br)cc1 is listed with SUMO1 PPI mod = 2; Scp1 inh = 3; LMPTP block = 0.6; DNMT1 inh = -1; STEP block = 0; NRP1-CendR mod = 10; MT1-MMP act inh = -2; Rpn11 block = i; NadD block = -1; SKN-1 inh = 3
O=[N+]([O-])c1ccc(N2CCN(c3ccccc3)CC2)nc1 is listed with SUMO1 PPI mod = -4; Scp1 inh = 9; LMPTP block = 19; DNMT1 inh = 0; STEP block = 0; NRP1-CendR mod = 5; MT1-MMP act inh = 4; Rpn11 block = i; NadD block = -1; SKN-1 inh = 0
N#Cc1ccc(OCC(=O)Nc2nc(-c3ccncc3)cs2)cc1 is listed with SUMO1 PPI mod = 3; Scp1 inh = 0; LMPTP block = 0.9; DNMT1 inh = -1; STEP block = 0; NRP1-CendR mod = -11; MT1-MMP act inh = 2; Rpn11 block = i; NadD block = 4; SKN-1 inh = -6

Source: PubChem BioAssay (Sanford-Burnham Center for Chemical Genomics)
